CHT allo act – allosteric activators of human choline transporter CHT; B-score at 10 µM; CHT-expressing cells, membrane potential dye, choline EC20; active compounds read high; LV-AA mutant CHT in HEK293 cells; Q9GZV3; 0.49% of 310,000 active;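 active = initial fluorescence not abnormally high and integrated response B-score, plate-corrected, over 3 SD above library mean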
Target sequence (Q9GZV3 whole entry, looked up): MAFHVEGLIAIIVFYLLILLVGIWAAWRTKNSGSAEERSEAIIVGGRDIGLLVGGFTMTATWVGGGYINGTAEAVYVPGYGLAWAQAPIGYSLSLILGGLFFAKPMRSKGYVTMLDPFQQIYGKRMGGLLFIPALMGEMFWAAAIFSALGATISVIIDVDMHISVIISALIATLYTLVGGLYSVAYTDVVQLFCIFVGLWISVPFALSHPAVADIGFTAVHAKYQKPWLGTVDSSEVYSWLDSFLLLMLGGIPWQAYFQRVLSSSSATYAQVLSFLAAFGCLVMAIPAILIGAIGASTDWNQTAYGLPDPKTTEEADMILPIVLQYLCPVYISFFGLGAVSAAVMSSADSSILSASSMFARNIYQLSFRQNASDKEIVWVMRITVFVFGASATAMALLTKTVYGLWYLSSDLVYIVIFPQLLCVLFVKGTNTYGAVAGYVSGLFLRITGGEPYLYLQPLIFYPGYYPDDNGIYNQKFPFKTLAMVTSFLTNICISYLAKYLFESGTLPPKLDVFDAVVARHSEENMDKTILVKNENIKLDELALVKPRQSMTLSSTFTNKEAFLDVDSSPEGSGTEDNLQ
CHT inh – inhibits the human high affinity choline transporter | Q9GZV3 | CHT-expressing cells, membrane potential dye, choline response; active compounds read low | B-score at 10 µM | 0.86% of 310,000 active | AID 488975;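 active = B-score over 3 SD under the library average, and starting fluorescence ratio not unusually high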;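 also: choline stimulus applied at its EC90 after an EC20 pre-addition; B-score computed on integrated fluorescence ratio after choline addition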
An asterisk follows results filed as active; i = inactive.

SMILES	CHT allo act	CHT inh
O=c1c(Cc2ccccc2)c(O)nc2n1CCS2	i	i
CCOC(=O)N1CCN(C(=O)CN2C(=O)COc3ccc(S(=O)(=O)N4CCOCC4)cc32)CC1	i	i
CCOc1ccc2oc(C(=O)NCC3CCCO3)c(C)c2c1 (configuration not stated)	i	i
Cc1ccc(S(=O)(=O)N(C)C)cc1NC(=O)COC(=O)/C=C/c1ccc2ccccc2n1	i	i
CCC(=O)Nc1ccccc1C(=O)C(=O)Nc1ccccc1	i	i
CC(=O)c1cc2c(cc1NC(=O)Cn1nc(-c3ccc(C)cc3)ccc1=O)OCO2	i	i
N#CCSc1nc2c(c(C3CC=CCC3)c1C#N)CCC2 (configuration not stated)	i	i
CCOc1ccc(-c2c(C)n([O-])c3c([n+]2=O)CCCC3)cc1	i	i
CCOc1ccc(CCNC(=O)c2cccc(NC3=NC4CS(=O)(=O)CC4S3)c2)cc1OCC (configuration not stated)	i	i
O=c1[nH][nH]c(C(F)(F)F)c1C=NCc1ccccc1Cl	i	i
O=C(Nc1cccc(Cl)c1)C1CCCN(c2cnccn2)C1 (configuration not stated)	i	i
COC(=O)c1ccc2c(=O)[nH]c(CCl)nc2c1	i	i
O=C(CCSc1ccccc1)NCCSCc1ccco1	i	i
CC1(C)c2ccccc2-n2c1cc1oc(=O)cc(O)c1c2=O	i	i
COc1cc(SC)ccc1C(=O)N1CCN(c2ccc(O)cc2)CC1	i	i
CCN(CC)S(=O)(=O)c1ccc(-n2c(=O)c(C(C)C)c(C)n2C)cc1	i	i
COc1cccc(CNC(=O)C2CCN(S(=O)(=O)c3ccc4c(c3)NC(=O)CO4)CC2)c1	i	i
CC(C)NC(=O)/C(=C\c1cccc([N+](=O)[O-])c1)NC(=O)c1ccccc1	i	i
CCOc1ccc(C2N(c3ccc(F)cc3)C(=O)C3CCCN32)cc1 (configuration not stated)	i	i
O=C(NNC(=O)c1csc(-c2cccnc2)n1)Nc1ccc(Cl)cc1	i	i
O=C(NCCCc1ccccc1)c1cccc([N+](=O)[O-])c1	i	i
Cc1ccc(C(=O)c2nc3c(n2O)CCCC3)cc1	i	i
CCOC(=O)c1nn(-c2ccccc2)c2nnc(Cc3ccc(C)cc3)c(=O)n12	i	i
CCO[C@@H]1OC(C(=O)O)=C[C@H](c2ccc3c(c2)OCO3)[C@H]1CCCO	i	i
COc1ccccc1NC(=O)CSC(N)=O	i	i
CS(=O)(=O)Nc1cc2c3c(c1)CCC(=O)N3CCC2	i	i
COc1ccc(/C=C/C(=O)Oc2cc(O)cc(O)c2)cc1	i	-6.6*
C/C(=N\NC(=O)c1nn(C)cc1Br)c1ccc(NC(=O)c2ccncc2)cc1	i	i
O=C(Nc1cccc(C(F)(F)F)c1)/C(=C/c1ccco1)NC(=O)c1cccs1	i	i
O=C(CSC1=Nc2ccccc2C2CC=NN12)Nc1ccc(F)cc1Cl (configuration not stated)	i	i
Cc1ccc(C)c(N2CCN(S(=O)(=O)c3cc4c(cc3Cl)NC(=O)CO4)CC2)c1	i	i
Cc1c(NC2=NC3(CCCCC3)Cc3ccccc32)c(=O)n(-c2ccccc2)n1C	i	i
CC[C@@H](C)[C@@H](C(=O)N1CCN(C(=O)OC(C)(C)C)CC1)n1cc(CCCCNC(=O)OC(C)(C)C)nn1	i	i
O=C(Nc1ccc(N2CCOCC2)cc1N1CCOCC1)c1ncoc1-c1cccc(F)c1	i	i
N#CC1=C(SCC(N)=O)NC(=O)CC1c1ccccc1Cl (configuration not stated)	i	i
Cn1cc(P(=S)(N2CCOCC2)N2CCOCC2)cc1P(=S)(N1CCOCC1)N1CCOCC1	i	i
O=C(Cc1ccc(Cl)cc1)NC1CCS(=O)(=O)C1 (configuration not stated)	i	i
CC(C)(C)c1cnnn1-c1ccc(/C=N/Nc2ccc([N+](=O)[O-])cc2)cc1	i	i
Cc1ccc(C)c(S(=O)(=O)N2CCN(C(=O)CSc3ccccc3)CC2)c1	i	i
Cc1ccc(CCC(=O)Nc2ccc(C)c(C)c2)o1	i	i
C=CCSc1n[nH]c(=O)n1-c1cccc(C(F)(F)F)c1	i	i
CCOC(=O)/C=C1\CC(=O)Nc2nonc2N1	i	i
COC(=O)CN1C(=O)C(O)(CC(=O)c2cccc(Br)c2)c2ccccc21 (configuration not stated)	i	i
Cc1c(NS(=O)(=O)c2ccc(C(=O)NCc3ccccc3)cc2)c(=O)n(-c2ccccc2)n1C	i	i
CCCOc1ccc(C(=O)Nc2ccccc2[N+](=O)[O-])cc1	i	i
CC(C)(C)OC(=O)NC1CONC1=O (configuration not stated)	i	i
Cc1ccc(CNC(=O)C2CCC(=O)N2Cc2ccc(F)cc2)cc1 (configuration not stated)	i	i
CC(=O)c1cc2c(cc1NC(=O)c1ccc(C)cc1)OCCO2	i	i
Cc1ccc(C)c(N2C(=O)c3cc(N4CCOCC4)c([N+](=O)[O-])cc3C2=O)c1	i	i
COC(=O)Cn1c(CN(C)Cc2ccccc2)nc2c1c(=O)n(C)c(=O)n2C	i	i
The list goes on:
SMILES	CHT allo act	CHT inh
CCc1nc2ccccc2c(C(=O)Nc2ccc(C)cc2)c1C	i	i
CCc1ccccc1NC(=O)CC(O)(C(=O)OC)C(F)(F)F (configuration not stated)	i	i
CC(C)=NOc1nc(NC(=O)NS(=O)(=O)c2ccccc2Cl)nc(N(C)C)n1	i	i
NC(=O)CSc1ncnc2c1oc1ccccc12	i	i
OCC1(Cc2ccccc2C(F)(F)F)CCN(Cc2ccccc2)CC1	i	i
CC(C)(C)Nc1nc(Cl)nc(Nc2ccccc2)n1	i	i
CCOC(=O)N1CCN(c2ccc(S(=O)(=O)N3CCOCC3)cc2[N+](=O)[O-])CC1	i	i
O=C(O)C1CCCCC1C(=O)NCCc1ccc(F)cc1 (configuration not stated)	i	i
O=c1oc2ccccc2c(NC2CCCCC2)c1NS(=O)(=O)c1ccc(F)cc1	i	i
CCOc1ccc(N(C(C)C(=O)N/N=C(\C)C(C)(C)C)S(C)(=O)=O)cc1 (configuration not stated)	i	i
C#CCn1cnc2c(cnn2-c2ccc(C)c(C)c2)c1=O	i	i
COc1cc(-c2nnn(CC(=O)N3CCOCC3)n2)cc(OC)c1OC	i	i
Cc1ccc(C(=O)NCCCNc2ccccc2[N+](=O)[O-])cc1	i	i
CC(=O)N1CCc2c(sc3c2c(=O)n(-c2ccccc2)c(=O)n3Cc2ccccc2Cl)C1	i	i
Cc1ccccc1NC(=S)NCc1ccccc1	i	i
COCCN(CCOC)c1ncnc2c1cnn2-c1ccccc1	i	i
CCC(=S)/C=C1\Sc2ccc3ccccc3c2N1CCCS(=O)(=O)O	i	i
Cc1nn(CC(=O)Nc2ccc(C(=O)N(C)C)cc2)c(=O)c2ccccc12	i	i
CCCn1c(N)c(N2CCCCC2)c(=O)n(CC(=O)Nc2ccccc2)c1=O	i	i
Cc1ccc(S(=O)(=O)NN2C(=O)c3ccccc3NC2c2cccc(O)c2)cc1 (configuration not stated)	i	i
Cc1cccc(Cl)c1NNC(=O)Nc1c([N+](=O)[O-])c(C)nn1C	i	i
O=C(NC1CCN(Cc2ccc(Cl)cc2Cl)CC1)c1ccccc1	i	i
CC1=C(C(=O)Nc2ccccc2Cl)C(c2ccc(N(C)C)cc2)NC(=O)N1 (configuration not stated)	i	i
O=C(C[n+]1cccc(/C=N/O)c1)N1CCCCCC1	i	i
CCOC(=O)CC(=O)CSc1nc2c(sc(=S)n2-c2ccccc2)c(=O)[nH]1	i	i
CCCn1nc(C(=O)Oc2ccc3c(C)cc(=O)oc3c2)c2ccccc2c1=O	i	i
C#CCN(C)CC/C=C1\c2ccccc2CSc2ccccc21	i	i
COCCN(C(=O)COC(=O)CCOc1ccccc1)c1c(N)n(Cc2ccccc2)c(=O)[nH]c1=O	i	i
Cc1cc(NC(=O)c2ccc(C)s2)n(-c2ccccc2)n1	i	i
COc1ccc(NS(=O)(=O)c2ccc(C)c(C(=O)N3CC(C)OC(C)C3)c2)cc1 (configuration not stated)	i	i

With a hit mark in CHT inh, of those listed so far:
| SMILES | CHT inh |
| --- | --- |
| COc1ccc(/C=C/C(=O)Oc2cc(O)cc(O)c2)cc1 | -6.6* |

Later entries
SMILES	CHT allo act	CHT inh
CCOC(=O)C1CCN(C(=O)Cc2ccccc2OC)CC1	i	i
CCOC(=O)N1CCC(NC(=O)CSCc2nc(-c3ccc(C)cc3)oc2C)CC1	i	i
COc1ccc(Cl)cc1NC(=O)CSc1nc(N2CCCCC2)nc(N2CCCCC2)n1	i	i
CC(=O)c1ccc(NC(=O)COc2ccc3c(c2)OCO3)cc1	i	i
CC1CC(NC(=O)CC#N)CC(C)(C)C1 (configuration not stated)	i	i
CCCc1cc(=O)oc2cc(C)cc(OC(=O)c3ccco3)c12	i	i
Cc1ccc(-c2nnc(N3CCCCCC3)c3ccccc23)cc1	i	i
Cc1cc(C)c(S(=O)(=O)Nc2ccc3c(c2)CCC3)c(C)c1	i	i
CC1CN(c2ccc([N+](=O)[O-])nc2)CC(C)O1 (configuration not stated)	i	i
Cc1nn(-c2ccccc2)c(C)c1NS(=O)(=O)c1ccccc1	i	i
COC(=O)c1ccccc1NC(=O)c1ccccc1N(C)S(C)(=O)=O	i	i
O=C(CN1CCCCC1)Nc1cc(Cl)ccc1Cl	i	i
Cc1nonc1C(=O)N/N=C/c1ccc(O)c(O)c1	i	i
CCN(CC)CCCn1c(=S)[nH]c2ncccc2c1=O	i	i
COC(=O)C1=C[C@@H](C(=O)OC)[C@@H]2C3=C(C(=O)[C@@]2(C)NC(=O)c2ccccc2)[C@H](c2ccccc2)n2c(=O)n(-c4ccccc4)c(=O)n2[C@@H]3C1	i	i
CCCCNC(c1ccccc1)c1ccncc1 (configuration not stated)	i	i
O=C(CN1CCc2ccccc2C1)Nc1ccccc1F	i	i
CCCn1ncc(CN2CCC(n3nccc3NC(=O)CCc3ccccc3)CC2)c1C	i	i
CCC1(CC)NC(=O)N(CC(=O)OCn2nnc3ccccc3c2=O)C1=O	i	i
Cc1cc(CNC(=O)COc2ccc([N+](=O)[O-])cc2)c2ccccc2n1	i	i

15 neighbouring entries already listed:
SMILES	CHT allo act	CHT inh
O=C(O)C1CCCCC1C(=O)NCCc1ccc(F)cc1 (configuration not stated)	i	i
O=c1oc2ccccc2c(NC2CCCCC2)c1NS(=O)(=O)c1ccc(F)cc1	i	i
CCOc1ccc(N(C(C)C(=O)N/N=C(\C)C(C)(C)C)S(C)(=O)=O)cc1 (configuration not stated)	i	i
C#CCn1cnc2c(cnn2-c2ccc(C)c(C)c2)c1=O	i	i
COc1cc(-c2nnn(CC(=O)N3CCOCC3)n2)cc(OC)c1OC	i	i
Cc1ccc(C(=O)NCCCNc2ccccc2[N+](=O)[O-])cc1	i	i
CC(=O)N1CCc2c(sc3c2c(=O)n(-c2ccccc2)c(=O)n3Cc2ccccc2Cl)C1	i	i
Cc1ccccc1NC(=S)NCc1ccccc1	i	i
COCCN(CCOC)c1ncnc2c1cnn2-c1ccccc1	i	i
CCC(=S)/C=C1\Sc2ccc3ccccc3c2N1CCCS(=O)(=O)O	i	i
Cc1nn(CC(=O)Nc2ccc(C(=O)N(C)C)cc2)c(=O)c2ccccc12	i	i
CCCn1c(N)c(N2CCCCC2)c(=O)n(CC(=O)Nc2ccccc2)c1=O	i	i
Cc1ccc(S(=O)(=O)NN2C(=O)c3ccccc3NC2c2cccc(O)c2)cc1 (configuration not stated)	i	i
Cc1cccc(Cl)c1NNC(=O)Nc1c([N+](=O)[O-])c(C)nn1C	i	i
O=C(NC1CCN(Cc2ccc(Cl)cc2Cl)CC1)c1ccccc1	i	i

The results go on.
SMILES	CHT allo act	CHT inh
CC1CCc2nn(CC(=O)NCc3ccco3)cc2C1 (configuration not stated)	i	i
O=C(O)c1cccc(COCC(F)(F)C(F)F)c1	i	i
COC(=O)c1sccc1N/N=C(\C)c1ccc(F)c(Cl)c1	i	i
Cc1sc(NC(=O)CN(Cc2ccc(F)cc2)C(=O)C(C)(C)C)c(C(N)=O)c1C	i	i
Cc1ccc2c(c1)N(C(=O)c1ccco1)C(C)(C)c1ssc(=S)c1-2	i	i
Cc1ccc(C)c(NC(=O)C(C)N2C(=O)c3ccccc3C2=O)c1 (configuration not stated)	i	i
CCc1nc(SCC(=O)OC(C)C)c2ccccc2n1	i	i
[O-]/C(=C(\C(=S)Nc1ccc(SC(F)F)cc1)[n+]1ccccc1)c1cc(Cl)ccc1Cl	i	i
CN1C(=O)C(CC(=O)Nc2ccc(F)cc2)N(NC(=O)c2cccc(F)c2)C1=S (configuration not stated)	i	i
CC1(C)COC(c2cc([N+](=O)[O-])ccc2Cl)=N1	i	i
COC(=O)c1ccc(C2C(C(C)=O)=C(O)C(=O)N2CCO)cc1 (configuration not stated)	i	i
CC(C)C[C@@H](C(=O)NCC1CCCO1)N1C(=O)N2CCc3c([nH]c4ccccc34)[C@@]2(C)C1=O (some centres not stated)	i	i
CC(=O)c1ccc(NC(=S)N2CCN(c3cccc(Cl)c3)CC2)cc1	i	i
Cc1cc(-c2nnc(SCc3cccnc3)o2)no1	i	i
COc1cc(C)c(CNc2ccc(OC)c(OC)c2)cc1C	i	i
COc1ccccc1N1CCN(C(=O)CSc2nc(C)cc(=O)[nH]2)CC1	i	i
CCCCN(CCCC)c1ncnc2nc[nH]c12	i	i
COCCN1CC(=O)N2C(c3cccc(C)c3)c3[nH]c4ccccc4c3C[C@H]2C1=O (some centres not stated)	i	i
CC(=O)Nc1cccc(NC(=O)CSc2ccc(-c3ccco3)nn2)c1	i	i
CC(C)CCn1c(=O)c2ccccc2n2c(CN3C(=O)NC4(CCC(C)CC4)C3=O)nnc12 (configuration not stated)	i	i
O=C(NCC1CCCO1)C1CCN(S(=O)(=O)c2cccc3nonc23)CC1 (configuration not stated)	i	i
Cc1noc(C)c1S(=O)(=O)Nc1ccc(C(=O)N2CCN(c3ccc(Cl)cc3)CC2)cc1	i	i
COc1ccc(NC(C)=O)cc1NC(C)c1nc2sc(C)c(C)c2c(=O)[nH]1 (configuration not stated)	i	i
Cc1ccc(C(=O)N=c2sccn2C)cc1S(=O)(=O)N1CCOCC1	i	i
CCOC(=O)/C(C#N)=C/c1cc(C)n(-c2ccccc2)c1C	i	i
Cc1nc([N+](=O)[O-])cn1CC(=O)c1ccc(OC(F)(F)F)cc1	i	i
COc1ccccc1NC(C)=[N+](C)CCNS(=O)(=O)c1ccc(Cl)cc1	i	i
